Bioassay records: PubChem BioAssay, several laboratories
CYP2C9 activ = CYP2C9 (human) activation; activation factor at 5 µM; P11712; AID 1024; recombinant CYP2C9, luciferin-H conversion, luminescence; active compounds read high; factor 1 = untreated enzyme, 0 = blocked; 96,000 tested, 1.4% active;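 active = activation factor of 2 or more for CYP2C9 at a 5 µM dose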;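 also: 0 = sulfaphenazole-blocked wells and 1 = vehicle-only wells; values of inactives mirror those of a sister screen read the other way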
PLK1 kinase inh = blocks human PLK1 kinase activity; P53350; inhibition, % at 10 µM; AID 619; recombinant PLK1 kinase, TR-FRET peptide phosphorylation; 97,000 tested, 0.53% active;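 active = inhibition of 50% or more in the single-concentration screen; inactive = inhibition below 50%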;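 also: 0% = DMSO max control and 100% = H-89 dihydrochloride min control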
PLK1 PBD inh = Plk1 (human) PBD binding inhibition | 97,000 tested, 0.13% active | inhibition, %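 (tested at about 20 µM)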 | AID 693 | P53350 | Plk1 PBD phosphopeptide binding, fluorescence polarization; in the data active = inhibition above about 34%, passing the limit was not always enough
CYP2C19 act = cytochrome P450 2C19 (human) activation; P33261; recombinant CYP2C19, luciferin-H EGE luminescence; active compounds read high; 0 = fully inhibited enzyme, 1 = untreated enzyme; activation factor at 5 µM; 96,000 tested, under 10 active; AID 1025;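 active = activation factor of at least 2 at 5 µM in the primary screen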;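 also: 0 = wells with 2.5 mM tranylcypromine and 1 = vehicle-only wells; values of inactives mirror those of a sister screen read the other way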
Target sequence (P33261 whole entry, looked up): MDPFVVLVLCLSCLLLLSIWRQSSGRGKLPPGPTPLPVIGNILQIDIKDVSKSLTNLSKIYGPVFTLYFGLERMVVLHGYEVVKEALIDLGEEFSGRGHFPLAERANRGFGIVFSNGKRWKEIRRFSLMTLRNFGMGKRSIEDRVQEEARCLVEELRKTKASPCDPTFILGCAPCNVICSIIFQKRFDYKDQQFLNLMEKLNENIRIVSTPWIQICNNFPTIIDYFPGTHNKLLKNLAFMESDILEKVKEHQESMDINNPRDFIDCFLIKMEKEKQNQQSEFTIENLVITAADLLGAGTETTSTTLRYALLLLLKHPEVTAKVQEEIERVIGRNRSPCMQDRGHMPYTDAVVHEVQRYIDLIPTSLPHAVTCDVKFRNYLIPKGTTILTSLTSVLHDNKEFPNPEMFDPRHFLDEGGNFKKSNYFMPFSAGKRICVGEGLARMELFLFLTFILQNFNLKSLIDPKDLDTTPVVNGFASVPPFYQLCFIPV
Rev-RRE block = inhibitors of HIV-1 Rev-RRE RNA interaction. AID 704. P05866. Rev peptide-RRE RNA binding, FRET. inhibition, % at 8 µM. 97,000 tested, 0.79% active;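 active = inhibition above the screen-wide mean plus 3 SD, cut at about 35% in these data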;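 also: 0% = median DMSO wells and 100% = median Neomycin B control wells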
Target sequence (P05866 whole entry, looked up): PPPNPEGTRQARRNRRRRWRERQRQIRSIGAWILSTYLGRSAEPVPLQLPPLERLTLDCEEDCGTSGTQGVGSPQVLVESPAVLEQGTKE
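Material: labelled RRE RNA duplex and labelled Rev peptide / Buffer or medium: HEPES pH 7.5 salt buffer with EDTA / Compound dosing: single point, 8 µM final nominal compound concentration / Benchmarks: DMSO low control, neomycin B high control / Timing: 5 min preincubation and 15 min binding, 25 °C / Technique: FRET fluorescence readout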
CYP2C19 inhib = blocks human cytochrome P450 2C19; P33261; CYP2C19 Supersomes, luciferin-H EGE luminescence, 30 min; inhibition, % at 5 µM; 96,000 tested, 21% active;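 active = CYP2C19 inhibition above a set limit at 5 µM in the primary screen, cut at about 50% in these data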;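 also: plate controls were negative control wells for no effect and 2.5 mM tranylcypromine positive control for full effect; values of inactives mirror those of a sister screen read the other way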
PLAP act = activators of human placental alkaline phosphatase; P05187; purified PLAP enzyme, luminescent substrate read-out; active compounds read high; 96,000 tested, 1.2% active; AID 696; activation fold at 20 µM; in the data active = activation fold above about 2
EphB4 ephrin blk = antagonists of human EphB4-ephrin-B2 interaction; inhibition, % at 7 µM; P54760; 97,000 tested, 0.15% active; EphB4 LBD / TNYL-RAW-Alexa532 peptide, fluorescence polarization; AID 720;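 active = inhibition above the screen-wide mean inhibition plus 3 SD, cut at about 15% in these data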;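 also: 0% = DMSO wells and 100% = excess unlabeled TNYL-RAW peptide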
CYP2C9 inh = blocks human cytochrome P450 2C9 | P11712 | CYP2C9 Supersomes, luciferin-H conversion, luminescence | inhibition, % at 5 µM | 96,000 tested, 20% active | AID 777;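 active = blocking of liver enzyme CYP2C9 beyond about 50% at 5 µM, limit read from the data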; also: values of inactives mirror those of a sister screen read the other way
The depositor's hits bear a star; / = not tested or not shown.

CYP2C9 activ,PLK1 kinase inh,PLK1 PBD inh,CYP2C19 act,Rev-RRE block,CYP2C19 inhib,PLAP act,EphB4 ephrin blk,CYP2C9 inh,Compound
0.9,1.9,-8.5,0.4,2.9,56.8*,0.8,0.7,7.4,N#CC1=C(C2CC2)CC(c2ccccc2)C(C#N)=C1N (stereo unspecified)
1.1,-9.8,-14.8,0.9,4.7,5.1,1,-1.5,-9.4,O=C(NCc1cccnc1)c1ccc2c(c1)OCO2
1.1,-6.0,-14.1,0.6,5.7,38.8,0.9,7.4,-7.1,NC(=O)CS(=O)(=O)c1nc2ccccc2n1Cc1ccccc1F
0.7,-16.8,-4.8,0.5,0.4,48.2,2*,2.5,25.4,CCOc1cc(CNCc2ccccn2)ccc1OCC(=O)NC1CCCCC1
0.4,/,/,0.9,/,11.6,1,/,58.9*,CC(C)n1c(C(=O)OCC(=O)NCc2ccc3c(c2)OCO3)cc2occc21
0.3,-13.6,15.4,0,-1.4,99.5*,1.1,-4.8,73.9*,COc1cc(NS(=O)(=O)c2ccc(OC)c(OC)c2)cc(OC)c1
0.8,-15.0,5.6,0.7,2.9,30.0,1.1,-1.2,24.3,COc1ccc(CCNC(=O)CN(C)S(=O)(=O)c2ccc3c(c2)CCC(=O)N3)cc1OC
1,1.6,-1.1,0.6,-3.8,41.9,0.9,-1.7,-0.6,CN(C)c1ccc(CNn2cnnc2SCc2ccccc2F)cc1
0.5,2.5,8.8,1.1,16.7,-10.1,1.1,-3.6,54.7*,Cc1cc(Nc2ccccc2)nn1C(=O)c1ccc(Cl)cc1
1,-9.8,22.7,0.7,6.9,33.9,1.5,1.4,-1.1,Cc1cccc(NC(=O)CCN2CCN(C/C=C/c3ccccc3)CC2)c1
0.4,/,/,0.8,/,22.6,1.2,/,63.1*,CCN(CC)S(=O)(=O)c1ccc(Nc2nc3ccccc3n3nnnc23)cc1
/,-5.2,-14.6,/,5.2,/,/,1.9,/,COC(=O)C1=CN(C)C=C(C(=O)OC)C1c1ccccc1Cl

Reprinted from the part before: 3 compounds, then new ones.
CYP2C9 activ,PLK1 kinase inh,PLK1 PBD inh,CYP2C19 act,Rev-RRE block,CYP2C19 inhib,PLAP act,EphB4 ephrin blk,CYP2C9 inh,Compound
1,-9.8,22.7,0.7,6.9,33.9,1.5,1.4,-1.1,Cc1cccc(NC(=O)CCN2CCN(C/C=C/c3ccccc3)CC2)c1
0.4,/,/,0.8,/,22.6,1.2,/,63.1*,CCN(CC)S(=O)(=O)c1ccc(Nc2nc3ccccc3n3nnnc23)cc1
/,-5.2,-14.6,/,5.2,/,/,1.9,/,COC(=O)C1=CN(C)C=C(C(=O)OC)C1c1ccccc1Cl
1.1,-8.0,8.3,0.8,4.4,16.9,0.9,-5.5,-8.3,CN(C)c1ccc(C2NCC(CCl)O2)cc1 (stereo unspecified)
0.4,-2.4,-5.5,0.3,-0.2,72.1*,1.1,5.5,58.7*,N#CC1=C(SCC(=O)NC2CCCCC2)NC(=O)CC1c1ccco1 (stereo unspecified)
0.9,-11.9,-18.6,1,6.3,-2.4,1.1,2.0,8.8,Cc1ccccc1NC(=O)CC1SCCNC1=O (stereo unspecified)
0.8,-12.3,28.2,1,6.5,2.4,1.1,0.9,22.9,O=C(c1ccc(N2C(=O)CCC2=O)cc1)N1CCN(c2ccccc2)CC1
0,-0.4,3.8,0.1,2.4,94.3*,1.5,-1.9,100.0*,Cc1ccc(NC(=O)N2CCC(c3nc4c(nnn4Cc4cccc(Cl)c4)c(=O)[nH]3)CC2)cc1
0.9,-13.3,-17.5,0.8,7.5,24.7,0.8,1.3,12.9,c1ccc2c(c1)CNc1ccccc1C2
/,-8.7,-6.6,/,4.1,/,/,4.2,/,CCOC(=O)Cc1csc(NC(=O)CSc2nnc(-c3cccnc3)n2Cc2ccco2)n1
0.9,-5.4,-2.5,0.9,0.3,6.0,1,1.9,6.3,Cc1ccc(CNC(=O)c2ccccc2NC(=O)CSc2nnnn2C)cc1
0,0.8,-24.8,0.1,8.4,90.3*,1.8,0.0,99.1*,C=CCn1c(SCC(=O)N2CCN(C(=O)c3ccco3)CC2)nc2sc(CC)cc2c1=O
1.1,0.8,7.3,1.2,1.9,-15.6,1.1,1.9,-10.9,Oc1ccccc1-c1nc(NCc2ccco2)c2ccccc2n1
1,1.1,26.2,1.1,1.9,-12.9,1.1,-2.5,-1.3,CN(CC(O)COc1ccc(S(=O)(=O)N2CCOCC2)cc1)C1CCCCC1 (stereo unspecified)
0.3,-10.9,-21.9,0.8,1.9,23.6,1.5,8.8,73.5*,CCOc1ccc(N(C)S(=O)(=O)c2ccc3[nH]cc(C(=O)NCC4CCCO4)c(=O)c3c2)cc1 (stereo unspecified)
0.8,-2.2,19.5,0.8,5.6,19.7,1.1,4.8,19.1,N#Cc1ccc(CSc2nnc(NC(=O)C3CCCO3)s2)cc1 (stereo unspecified)
0.8,-10.7,-7.6,0.7,5.3,29.9,1,-7.2,18.8,COCc1cc(C)nc(N2CCc3ccccc32)c1C#N
/,9.4,15.3,/,14.8,/,/,3.5,/,Cn1c(CN2CCN(c3cccc(Cl)c3)CC2)nc2ccccc21
0.1,-6.2,-11.1,0.1,11.6,88.8*,0.5,1.8,87.9*,Clc1ccc(CSc2nnnn2-c2ccc3c(c2)OCO3)c(Cl)c1
0.3,-4.3,9.1,0.6,5.3,36.9,1.4,5.5,68.6*,Cc1cc(C)c2c(N=CN(C)C)c(C(=O)N3CCN(c4ncccn4)CC3)sc2n1
0.9,-3.1,16.6,0.7,-0.5,31.4,0.9,-3.0,11.9,COc1cc(NC(=O)c2ccccc2Cl)ccc1NC(=O)c1ccco1
1,-7.8,-3.7,1.1,13.3,-14.1,1,2.3,-3.5,Cn1c(=O)c2c(-c3ccccc3)n(-n3cnnc3)cc2n(C)c1=O
/,-2.2,-0.3,/,-0.6,/,/,-12.7,/,CC(C)CNC(=S)NNC(=O)c1ccco1
1.2,-13.1,13.0,0.8,-3.1,20.9,0.9,-9.9,-18.5,O=C(N1CCOCC1)N1CCCC(c2nc(-c3cccs3)no2)C1 (stereo unspecified)
0.4,-2.9,-3.4,0.7,19.2,26.2,1.1,-3.6,60.5*,CC1(C)CC(=O)C2=C(C1)Oc1nc3ccccc3cc1C2C(C#N)C#N (stereo unspecified)
1,-10.2,9.4,1,1.0,-0.7,1.1,-0.6,-4.5,CCC(C)N1C(=O)CCC1C(=O)N1CCN(c2ccc(F)cc2)CC1 (stereo unspecified)
1.2,-14.2,22.8,1.1,11.3,-13.9,1.3,3.3,-24.8,CN(Cc1ccccc1)Cc1nc2c([nH]1)c(=O)[nH]c(=O)n2C
1.1,-3.0,21.4,1.2,1.2,-15.7,1,3.1,-10.3,Cc1nc2cc(S(=O)(=O)N3CCC(C(=O)O)CC3)ccc2n1C1CCCC1
0.8,-5.2,15.8,0.3,-2.8,70.2*,1,1.5,23.3,CCOC(=O)CN1C(=O)C2Cc3ccccc3CN2C1=S (stereo unspecified)
1,-15.6,12.5,1.1,3.4,-14.2,0.8,-5.6,1.5,c1cc2nnnn2nc1N1CCCCC1
0.7,5.0,5.7,0.8,1.0,16.8,1.6,3.3,27.2,Cc1ccc(N(CC(O)CN2CCCC2)S(=O)(=O)c2ccccc2)cc1 (stereo unspecified)
0.6,3.9,-1.1,0.7,-4.5,32.7,1.8,-8.0,37.2,CC(C)(C)OC(=O)N1CCC[C@H]1c1nnc(SCc2ccccc2Cl)o1
1,0.7,16.1,1.1,3.2,-8.4,1.1,-2.0,0.9,Cc1nc2ccccc2c2oc(C(=O)NCC3CCCO3)cc12 (stereo unspecified)
0.2,11.0,21.4,0.1,0.4,90.7*,1.3,-4.7,80.0*,Cc1ccc2[nH]c(=O)c(CN(Cc3cccnc3)C(=O)c3ccncc3)cc2c1
0.9,-0.2,13.4,0.9,3.4,7.7,0.9,-11.8,11.4,CCn1c(N)c(C(=O)N2CCOCC2)sc1=S
0.1,/,/,0.4,/,62.7*,1.5,/,87.3*,CCOc1ccc2[nH]c(=O)c(CN(Cc3cccs3)C(CC)c3nnnn3C(C)(C)CC)cc2c1 (stereo unspecified)
1.2,/,/,0.7,/,25.3,1,/,-19.2,O=C(CCc1nc(-c2ccccc2)no1)Nc1cc(C(F)(F)F)ccc1Cl
0.7,-6.4,9.2,0.7,9.8,27.6,1.1,-1.2,28.8,CCOC(=O)C1CCCN(C(=O)c2cc(-c3ccc(C)cc3)on2)C1 (stereo unspecified)
0.6,6.6,17.3,0.3,7.7,73.4*,1,2.0,41.6,CCOC(=O)COc1ccc(S(=O)(=O)NCc2ccco2)cc1
0.7,/,/,1,/,4.0,1.2,/,30.0,Cc1ccc(C(=O)Nc2ccc(S(=O)(=O)N3CCN(C)CC3)cc2)o1
1,-9.9,-6.3,1.1,4.2,-5.4,1.1,-0.7,-2.3,COc1ccc(N2C(=O)CC(N3CCC(c4nc5ccccc5[nH]4)CC3)C2=O)cc1 (stereo unspecified)
0.5,-13.0,-15.6,0.5,-0.8,53.7*,1.3,-0.9,54.9*,COc1ccc(Cn2c(C3CC3)nc3ccc(NC(=O)c4ccco4)cc3c2=O)cc1
0.4,-4.3,6.0,0.5,11.5,52.4*,1,-8.3,55.0*,Cc1ccc(CCNS(=O)(=O)c2ccc(C)cc2)cc1
0.9,/,/,1.1,/,-5.7,1.3,/,12.0,CCCNc1ncnc2nc[nH]c12
0.8,-4.5,-14.3,0.8,3.0,17.0,1.7,2.1,20.9,CC(c1nnc(SCC(=O)NC(=O)NCc2ccco2)n1-c1ccc(Cl)cc1)N(C)C (stereo unspecified)
/,4.2,11.7,/,1.4,/,/,-0.5,/,C=C(C)Cn1c(CCCNC(=O)CC)nc2ccccc21
/,-4.1,-13.4,/,6.8,/,/,-1.6,/,C#CCSc1nnc(-c2cccc3ccccc23)o1
